Source: PubChem
PhoP GFP inhibition = PhoP regulon inhibitors, Salmonella typhi PhoP promoter GFP reporter, confirmatory (AID 1850) | 310,000 tested, 0.33% active | inhibition, % at 50 µM, or IC50 in µM where a hit was titrated | Salmonella Typhi PhoP-promoter GFP reporter, fluorescence, 4 h; higher % means a stronger effect; in the data active = a potency from the dose series; inconclusive = inhibition mostly from about 25% at the one dose, without a potency; inactive = the rest, 99 in 100 with inhibition below about 19%;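 also: 0% = induced wells with vehicle and 100% = uninduced wells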
inhibitors of VEEV = inhibitors of VEEV TC-83 cytopathic effect, confirmation, Vero cells (AID 588727) | 350,000 tested, 0.13% active | Vero cells, VEEV TC-83 cytopathic effect inhibition; higher % means a stronger effect | inhibition, % at 20 µM, or IC50 in µM where a hit was titrated; in the data active = a potency from the dose series; inconclusive = inhibition mostly from about 14% at the one dose, without a potency; inactive = the rest, 99 in 100 with inhibition below about 12%; also: strong numbers were not always called active
M. tuberculosis HTS = M. tuberculosis growth inhibition, HTS (AID 449762); M. tuberculosis H37Rv growth inhibition, 7H9 media; higher % means a stronger effect; 330,000 tested, 0.59% active; one-dose inhibition, % at 25 µM; IC50 in µM for titrated hits; in the data active = a potency from the dose series; inconclusive = inhibition above about 70% without an active follow-up result;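 also: bacterial growth assessed after seven days of incubation; strong numbers were not always called active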
tuberculosis growth = growth inhibition of non-replicating M. tuberculosis (AID 488890); Mycobacterium tuberculosis non-replicating, growth inhibition; higher % means a stronger effect; inhibition, % at 25 µM; hits with a dose series show IC50 in µM; 320,000 tested, 0.39% active; in the data active = a potency from the dose series; inconclusive = inhibition mostly from about 82% at the one dose, without a potency; inactive = the rest, 99 in 100 with inhibition below about 76%;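 also: plate controls were DMSO cells for no effect and high antibiotic wells for full effect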
influenza NS1A = NS1A inhibition, H1N1 influenza, cell based functional assay (AID 504329); 340,000 tested, 0.3% active; inhibition, % at 12.5 µM, or IC50 in µM where a hit was titrated; NS1A functional cell-based assay, percent inhibition; higher % means a stronger effect; in the data active = a potency from the dose series; inconclusive = inhibition above about 27% without an active follow-up result; also: strong numbers were not always called active
An asterisk follows results filed as active.

The first 6 entries, ahead of the listing:
`CC(=O)N(c1nnc(-c2ccc(C)cc2)s1)C1CCCC1` gave PhoP GFP inhibition 6%, inhibitors of VEEV 2.7%, M. tuberculosis HTS 0%, tuberculosis growth inactive and influenza NS1A 0%.
Screening COC(=O)C1=C(C)NC(=O)/C1=C\c1ccc2c(c1)OCO2 returned PhoP GFP inhibition -8%, inhibitors of VEEV 2.9%, M. tuberculosis HTS -4%, tuberculosis growth 11% and influenza NS1A 2%.
Screening Cn1nccc1C(=O)N1CCCC(N2CCN(c3cccc(C(F)(F)F)c3)CC2)C1 (stereo unspecified) returned PhoP GFP inhibition 8%, inhibitors of VEEV inactive, M. tuberculosis HTS -4%, tuberculosis growth -4% and influenza NS1A 16%.
`CCCOP(=O)(c1ccc(N(C)C)cc1)C(Nc1ccccc1)c1ccc(N(C)C)cc1` (stereo unspecified) gave PhoP GFP inhibition -1%, inhibitors of VEEV 0.8%, M. tuberculosis HTS -2%, tuberculosis growth 26% and influenza NS1A 3%.
Screening O=S(=O)(Nc1nc(-c2ccccc2)cs1)c1cccc(C(F)(F)F)c1 returned PhoP GFP inhibition 6%, inhibitors of VEEV 1.5%, M. tuberculosis HTS 6%, tuberculosis growth 78% and influenza NS1A 12%.
Screening COCc1ccc(C(=O)Nc2cccc(S(=O)(=O)N(C)c3ccccc3)c2)cc1 returned inhibitors of VEEV inactive, M. tuberculosis HTS -7%, tuberculosis growth 19% and influenza NS1A -15%.

Main list, repeating the preview:
`CC(=O)N(c1nnc(-c2ccc(C)cc2)s1)C1CCCC1` gave PhoP GFP inhibition 6%, inhibitors of VEEV 2.7%, M. tuberculosis HTS 0%, tuberculosis growth inactive and influenza NS1A 0%.
Screening COC(=O)C1=C(C)NC(=O)/C1=C\c1ccc2c(c1)OCO2 returned PhoP GFP inhibition -8%, inhibitors of VEEV 2.9%, M. tuberculosis HTS -4%, tuberculosis growth 11% and influenza NS1A 2%.
Screening Cn1nccc1C(=O)N1CCCC(N2CCN(c3cccc(C(F)(F)F)c3)CC2)C1 (stereo unspecified) returned PhoP GFP inhibition 8%, inhibitors of VEEV inactive, M. tuberculosis HTS -4%, tuberculosis growth -4% and influenza NS1A 16%.
`CCCOP(=O)(c1ccc(N(C)C)cc1)C(Nc1ccccc1)c1ccc(N(C)C)cc1` (stereo unspecified) gave PhoP GFP inhibition -1%, inhibitors of VEEV 0.8%, M. tuberculosis HTS -2%, tuberculosis growth 26% and influenza NS1A 3%.
Screening O=S(=O)(Nc1nc(-c2ccccc2)cs1)c1cccc(C(F)(F)F)c1 returned PhoP GFP inhibition 6%, inhibitors of VEEV 1.5%, M. tuberculosis HTS 6%, tuberculosis growth 78% and influenza NS1A 12%.
Screening COCc1ccc(C(=O)Nc2cccc(S(=O)(=O)N(C)c3ccccc3)c2)cc1 returned inhibitors of VEEV inactive, M. tuberculosis HTS -7%, tuberculosis growth 19% and influenza NS1A -15%.
For COc1ccc2c(c1OC)C(=O)OC2c1c(O)n(C2CCCCC2)c(=O)[nH]c1=O (stereo unspecified) the results were PhoP GFP inhibition -8%, inhibitors of VEEV 6.6%, M. tuberculosis HTS 4%, tuberculosis growth 5% and influenza NS1A -6%.
For O=C(CSc1nnc(CNC(=O)c2ccccc2)o1)NCC1CCCO1 (stereo unspecified) the results were PhoP GFP inhibition -3%, inhibitors of VEEV inactive, M. tuberculosis HTS -14%, tuberculosis growth 2% and influenza NS1A -9%.
Cc1c(C(=O)N2CCC2)oc2ccc(Br)cc12 was read as PhoP GFP inhibition 3%, inhibitors of VEEV 3.1%, M. tuberculosis HTS -4%, tuberculosis growth 13% and influenza NS1A -8%.
`CC1CCCCC1NC(=O)C1CCCN1S(=O)(=O)c1cccc2nsnc12` (stereo unspecified) gave inhibitors of VEEV inactive, M. tuberculosis HTS -5%, tuberculosis growth -9% and influenza NS1A -9%.
For Cc1cccc(NC(=O)c2cccc(N3C(=O)C4C5C=CC(C6CC56)C4C3=O)c2)c1 (stereo unspecified) the results were PhoP GFP inhibition 4%, inhibitors of VEEV 3.3%, M. tuberculosis HTS 3%, tuberculosis growth 2% and influenza NS1A -16%.
Cc1nc(SCC(=O)Nc2ccccc2C(F)(F)F)c(C#N)c(C)c1CC(=O)c1ccc(Br)cc1 was read as PhoP GFP inhibition -4%, M. tuberculosis HTS 0% and tuberculosis growth -1%.
Screening N/C(=N\c1nc2ccccc2o1)NC(=O)c1ccc(F)cc1 returned PhoP GFP inhibition 0%, inhibitors of VEEV inactive, M. tuberculosis HTS inconclusive, tuberculosis growth 12% and influenza NS1A -12%.
Screening O=C(O)CCSc1nc2ccccc2n1Cc1ccccc1 returned PhoP GFP inhibition -5%, inhibitors of VEEV inactive, M. tuberculosis HTS 12%, tuberculosis growth -7% and influenza NS1A -7%.
`COc1ccc(N2CCN(Cc3nc4scc(-c5cccs5)c4c(=O)[nH]3)CC2)cc1` gave PhoP GFP inhibition 12%, inhibitors of VEEV 0.5%, M. tuberculosis HTS 24%, tuberculosis growth 31% and influenza NS1A 5%.
For Cc1ccccc1-c1nc(CS(=O)CC(=O)NC2CCCCC2)c(C)o1 (stereo unspecified) the results were PhoP GFP inhibition 6%, inhibitors of VEEV inactive, M. tuberculosis HTS 4%, tuberculosis growth -5% and influenza NS1A 4%.
CCCCC[C@H]1CN(C2CCCCC2)C(=O)[C@@H]1CC(=O)NCc1ccccc1 was read as PhoP GFP inhibition 3%, inhibitors of VEEV inactive, M. tuberculosis HTS 6%, tuberculosis growth 33% and influenza NS1A -5%.
`NC(=O)c1cc(-c2ccccc2)nc(N2CCCCCC2)n1` gave PhoP GFP inhibition 10%, inhibitors of VEEV 5.6%, M. tuberculosis HTS 7%, tuberculosis growth 56% and influenza NS1A -15%.
`CCN(CC)CCNC(=O)C(=O)Nc1cc2c3c(c1)CC(=O)N3CCC2` gave PhoP GFP inhibition 5%, inhibitors of VEEV inactive, M. tuberculosis HTS -6%, tuberculosis growth 2% and influenza NS1A -1%.
Screening C=CCN(c1ccccc1)S(=O)(=O)c1cccc(C(=O)Nc2ccc(N3CCOCC3)cc2)c1 returned inhibitors of VEEV 6.5% and influenza NS1A -1%.
For CCOc1cc(/C=C2/C(=N)N3C=CSC3=NC2=O)ccc1OCCCOc1ccccc1C the results were PhoP GFP inhibition -13%, inhibitors of VEEV inactive, M. tuberculosis HTS 0%, tuberculosis growth -24% and influenza NS1A -5%.
For COC(=O)C(CC(C)C)N(Cc1cc(OC)cc(OC)c1)S(=O)(=O)c1ccccc1Br (stereo unspecified) the results were inhibitors of VEEV inactive and influenza NS1A -20%.
Screening COc1ccc(C(=O)COC(=O)CCCN=C2NS(=O)(=O)c3ccccc32)c(OC)c1 returned PhoP GFP inhibition -7%, inhibitors of VEEV 1.0%, M. tuberculosis HTS -4%, tuberculosis growth 7% and influenza NS1A 8%.
For CCn1c(=O)c2ccccc2n(Cc2ccccc2C)c1=O the results were PhoP GFP inhibition -4%, inhibitors of VEEV inactive, M. tuberculosis HTS 8%, tuberculosis growth 36% and influenza NS1A 1%.
Screening CC(=O)c1c(C)nc(-c2cccc([N+](=O)[O-])c2)n1O returned PhoP GFP inhibition 91%, inhibitors of VEEV 0.6%, M. tuberculosis HTS -1%, tuberculosis growth 2% and influenza NS1A -3%.
Screening CCOC(=O)c1c(C)n(C(C)C)c2ccc(OC)cc12 returned PhoP GFP inhibition 2%, inhibitors of VEEV 1.6%, M. tuberculosis HTS 7%, tuberculosis growth 10% and influenza NS1A -12%.
`NS(=O)(=O)c1ccc(NC(=O)CN2CCCN(S(=O)(=O)c3ccc(F)cc3)CC2)cc1` gave PhoP GFP inhibition 2%, inhibitors of VEEV 1.1%, M. tuberculosis HTS -6%, tuberculosis growth -9% and influenza NS1A -10%.
Screening Nc1nnn(CC(=O)N/N=C/c2cccc3ccccc23)n1 returned PhoP GFP inhibition -4%, inhibitors of VEEV 2.6%, M. tuberculosis HTS 3%, tuberculosis growth 0% and influenza NS1A 38%.
For NC(=O)C1(N2CCCCC2)CCN(C(=O)NC23CC4CC(CC(C4)C2)C3)CC1 the results were PhoP GFP inhibition 3%, inhibitors of VEEV 1.9%, M. tuberculosis HTS 8%, tuberculosis growth 6% and influenza NS1A -9%.
For CCN(CC)C(=O)c1ccc(NC(=O)c2ccc(-c3nn(C)c(=O)c4ccccc34)cc2)cc1 the results were PhoP GFP inhibition 6%, inhibitors of VEEV 0.9%, M. tuberculosis HTS 0%, tuberculosis growth 10% and influenza NS1A 2%.
For COc1ccc2c(c1)CCc1cn[nH]c1-2 the results were PhoP GFP inhibition -6%, inhibitors of VEEV 3.0%, M. tuberculosis HTS -5%, tuberculosis growth -5% and influenza NS1A -18%.
`Cc1cccc(Cn2ccc(-c3ccc(Cl)cc3)c(C#N)c2=O)c1` gave PhoP GFP inhibition 6%, inhibitors of VEEV inactive, M. tuberculosis HTS 14%, tuberculosis growth -10% and influenza NS1A -13%.
For CCOc1cccc(/C=N/NC(=O)c2ccc3c(c2)OCCO3)c1O the results were PhoP GFP inhibition 2%, inhibitors of VEEV 14%, M. tuberculosis HTS 3%, tuberculosis growth 1.1µM* and influenza NS1A -3%.
`COc1ccc(N2C(=O)C3CCCN3C2c2ccc(Cl)cc2)cc1` (stereo unspecified) gave PhoP GFP inhibition 5%, inhibitors of VEEV 0.5%, M. tuberculosis HTS -6%, tuberculosis growth -20% and influenza NS1A -3%.
For NC(=O)C1(N2CCCCC2)CCN(C(=S)Nc2ccc(S(N)(=O)=O)cc2)CC1 the results were PhoP GFP inhibition 6%, inhibitors of VEEV 1.7%, M. tuberculosis HTS -1%, tuberculosis growth -8% and influenza NS1A 3%.
CC(OC(=O)c1ccc(NS(=O)(=O)c2ccc3[nH]c(=O)[nH]c3c2)cc1)C(N)=O (stereo unspecified) was read as PhoP GFP inhibition 6%, inhibitors of VEEV inactive, M. tuberculosis HTS 8%, tuberculosis growth -7% and influenza NS1A -1%.
For C=CCOC(=O)COc1ccc2c(C)c(CC)c(=O)oc2c1 the results were PhoP GFP inhibition 12%, inhibitors of VEEV 0.3%, M. tuberculosis HTS 1.1µM*, tuberculosis growth inconclusive and influenza NS1A 2%.
Screening O=C(O)[C@@H]1CSC2c3ccccc3C(=O)N21 (stereo partly specified) returned PhoP GFP inhibition -6%, inhibitors of VEEV 1.9%, M. tuberculosis HTS 12%, tuberculosis growth -8% and influenza NS1A -4%.
`CCOC(=O)c1c(NC(=O)C(C)Sc2cn(C)c3ccccc23)sc2c1CCC2` (stereo unspecified) gave PhoP GFP inhibition 1%, inhibitors of VEEV 8.5%, M. tuberculosis HTS -5%, tuberculosis growth -5% and influenza NS1A 6%.
NS(=O)(=O)c1ccc(CCn2c(=S)[nH]c3ccc(F)cc3c2=O)cc1 was read as PhoP GFP inhibition 6%, inhibitors of VEEV 7.2%, M. tuberculosis HTS 1%, tuberculosis growth -4% and influenza NS1A -13%.
`Cc1ccc[n+](CC(=O)Nc2cccc(Cl)c2)c1` gave PhoP GFP inhibition -5%, inhibitors of VEEV 0.1%, M. tuberculosis HTS 6%, tuberculosis growth -22% and influenza NS1A -1%.
Cc1ccc(NC(=O)C2Cc3ccccc3O/C2=N\O)cc1C (stereo unspecified) was read as PhoP GFP inhibition 15%, inhibitors of VEEV 1.2%, M. tuberculosis HTS -6%, tuberculosis growth 1% and influenza NS1A 0%.
Screening COc1ccc(C(=O)c2cc([N+](=O)[O-])ccc2N2CCOCC2)cc1 returned PhoP GFP inhibition -11%, inhibitors of VEEV 5.0%, M. tuberculosis HTS -8%, tuberculosis growth 2% and influenza NS1A 6%.
`C=C(C)Cn1c(SCC(=O)NCc2ccco2)nc2sc3c(c2c1=O)CCC3` gave PhoP GFP inhibition 4%, inhibitors of VEEV 7.3%, M. tuberculosis HTS 3%, tuberculosis growth -4% and influenza NS1A -2%.
COc1ccc2c(c1)CCC/C2=N\Nc1nc(C(=O)NN)cs1 was read as PhoP GFP inhibition -6%, inhibitors of VEEV 3.5%, M. tuberculosis HTS -4% and tuberculosis growth -34%.
Screening Cc1c(N(C(=O)c2ccccn2)C2(C(=O)NC3CCCCC3)CCCCC2)c(=O)n(-c2ccccc2)n1C returned PhoP GFP inhibition -17%, inhibitors of VEEV inactive, M. tuberculosis HTS 4%, tuberculosis growth -4% and influenza NS1A 4%.
`Cn1cnnc1SCc1ccc(C(=O)N=Nc2c(O)n(Cc3ccc(Cl)cc3)c3ccccc23)cc1` gave PhoP GFP inhibition -10%, inhibitors of VEEV 1.5%, M. tuberculosis HTS 3µM*, tuberculosis growth 38% and influenza NS1A -1%.
COc1ccc(-c2nc(CS(=O)CC(=O)NC3CCCc4ccccc43)c(C)o2)cc1OC (stereo unspecified) was read as PhoP GFP inhibition 2%, inhibitors of VEEV 8.4%, M. tuberculosis HTS -9%, tuberculosis growth 7% and influenza NS1A 26%.
